Rpn11 block: Rpn11 (human) deubiquitinase inhibition; O00487; human 26S proteasome, Ub4-pepOG fluorescence polarization; 20S core pre-blocked with epoxomicin; calls only at 20 µM; actives 0.59% (n = 360,000);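 active = inhibition at 20 µM, scaled to each plate's controls, above about 33%, limit read from the data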
Target sequence (O00487 whole entry, looked up): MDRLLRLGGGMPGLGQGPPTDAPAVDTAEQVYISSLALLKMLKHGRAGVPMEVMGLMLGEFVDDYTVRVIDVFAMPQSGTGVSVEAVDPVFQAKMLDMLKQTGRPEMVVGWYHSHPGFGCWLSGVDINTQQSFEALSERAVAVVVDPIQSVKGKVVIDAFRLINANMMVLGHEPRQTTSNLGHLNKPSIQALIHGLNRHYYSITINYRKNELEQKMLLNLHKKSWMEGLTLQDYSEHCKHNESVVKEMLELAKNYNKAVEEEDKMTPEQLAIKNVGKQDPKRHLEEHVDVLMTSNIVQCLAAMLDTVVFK
Scp1 inh: inhibitors of human Scp-1 phosphatase; Q9GZU7; Recombinant Scp1, phosphopeptide, malachite green phosphate absorbance; inhibition, % at 20 µM; actives 0.88% (n = 340,000); AID 493091;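 active = inhibition above about 50% at 20 µM, limit read from the data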;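 also: plate controls were DMSO wells with enzyme for no effect and wells lacking enzyme for full effect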
Target sequence (Q9GZU7 76-261 limits assumed): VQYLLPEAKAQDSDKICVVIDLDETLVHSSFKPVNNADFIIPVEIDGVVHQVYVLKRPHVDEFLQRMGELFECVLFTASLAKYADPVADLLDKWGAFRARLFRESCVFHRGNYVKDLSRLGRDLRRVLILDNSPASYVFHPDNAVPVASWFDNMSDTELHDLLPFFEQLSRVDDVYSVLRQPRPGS
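Assay system: SCP-1 catalytic fragment, aa 76-261 | Buffer or medium: Tris acetate buffer pH 5.5 with MgCl2 and Tween-20 | Compound: One concentration, 20 µM, with 1.0% DMSO | Also added: Phospho 17-mer peptide substrate | Signal: Absorbance at 630 nm | Incubation: 45 min enzyme reaction at room temperature | Measure: % inhibition of SCP-1 phosphate liberation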
SUMO1-SIM PPI: alters human SUMO1 binding to SIM partners. P63165. actives 0.33% (n = 360,000). AID 602429. inhibition, % at 20 µM. SUMO1 binding to a labelled peptide, TR-FRET, 1 h; in the data active = inhibition above about 37%
Target sequence (P63165 whole entry, looked up): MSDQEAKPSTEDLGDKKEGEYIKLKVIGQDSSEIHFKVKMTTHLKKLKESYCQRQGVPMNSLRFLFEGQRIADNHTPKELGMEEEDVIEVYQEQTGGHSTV
DNMT1 block: DNMT1 (human) enzyme inhibition | P26358 | DNMT1 molecular beacon, Hinp1I cleavage, fluorescence | inhibition (reported as % activation of signal), % at 10 µM | actives 0.83% (n = 360,000) | AID 588458; in the data active = inhibition above about 50%
Neddyl block: cullin neddylation inhibition. calls only at 25 µM. TR-FRET cullin neddylation, biochemical. AID 651699. actives 0.58% (n = 360,000); in the data active = inhibition above about 36%
CSN deneddyl inh: CSN deneddylation inhibition; Q92905; Purified CSN, SCF-Nedd8-OG deneddylation, fluorescence polarization; inhibition, % at 12.5 µM; actives 0.38% (n = 360,000); AID 651999;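 active = pattern-corrected inhibition above about 35%, with an unprinted fluorescence ratio check between 0.5 and 1.5, limit read from the data, passing the limit was not always enough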;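 also: 0% = enzyme with substrate and 100% = substrate without enzyme; some results filed as inactive read as strong as hits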
Target sequence (Q92905 whole entry, looked up, one chain of several): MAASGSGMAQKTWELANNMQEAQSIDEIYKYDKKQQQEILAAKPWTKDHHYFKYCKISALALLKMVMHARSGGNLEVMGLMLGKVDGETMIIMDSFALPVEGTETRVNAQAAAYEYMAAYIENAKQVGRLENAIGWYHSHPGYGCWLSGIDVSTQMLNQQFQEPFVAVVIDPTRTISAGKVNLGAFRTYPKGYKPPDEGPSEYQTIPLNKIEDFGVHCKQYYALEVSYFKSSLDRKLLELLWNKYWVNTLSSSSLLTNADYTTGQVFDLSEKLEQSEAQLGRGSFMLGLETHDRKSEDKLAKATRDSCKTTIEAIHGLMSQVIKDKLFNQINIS
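Detection – fluorescence polarization · System – HEK293T-derived human Csn5 enzyme · Controls – substrate-only high control, full reaction low control · Timing – 90 min, room temperature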
Rin1 Abl inh: human Rin1-Abl interaction inhibition; P00519+Q13671; TR-FRET Rin1/Abl binding, biochemical; inhibition, % at 7.35 µM; actives 0.4% (n = 360,000); in the data active = inhibition above about 5%, passing the limit was not always enough
STEP block: blocks human striatal-enriched tyrosine phosphatase | AID 588621 | recombinant STEP, OMFP fluorogenic substrate, fluorescence | inhibition, % at 20 µM | actives 0.25% (n = 360,000);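 active = inhibition at 20 µM, scaled per plate between control wells, above about 37%, limit read from the data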;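 also: 0% = DMSO with enzyme and substrate and 100% = substrate only without enzyme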
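medium = Bis-Tris buffer pH 6.0, 2.5 mM DTT, 0.005% Tween 20 | test system = STEP (striatal-enriched tyrosine phosphatase) enzyme, cell-free | measure = normalized % inhibition | compound dosing = 20 µM, 1% DMSO | also added = 25 µM OMFP | schedule = reaction 20 min, ambient temperature | measured by = fluorescence read at 480 nm ex / 540 nm em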
LMPTP block: LMPTP (human) inhibition | P24666 | actives 0.22% (n = 360,000) | inhibition, % at 20 µM | recombinant LMPTP-A, OMFP fluorogenic substrate, fluorescence intensity;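 active = compounds that cut the enzyme signal by at least half of the control window in the single-dose screen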;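 also: plate controls were DMSO wells with enzyme plus substrate for no effect and substrate without enzyme for full effect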
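test system = LMPTP-A | amount = 0.625 nM LMPTP-A final | reagent = fluorogenic phosphatase substrate OMFP at 400 µM final | incubation = 50 min at room temperature | benchmarks = no-enzyme low control, uninhibited high control | medium = Bis-Tris pH 6.0, DTT, detergent | signal = fluorescence intensity of OMFP turnover product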
NadD inh: blocks S. aureus nicotinate mononucleotide adenylyltransferase; actives 0.78% (n = 360,000); AID 602399; inhibition, % at 20 µM; purified NadD enzyme, colorimetric absorbance read-out; in the data active = inhibition above about 26%; also: some compounds past the cut are filed as inactive
* = called active by the depositor.

Screening COCCCn1cc(CN2CC(N(C)C)CS2(=O)=O)nn1 (stereo not drawn) returned SUMO1-SIM PPI 3, Neddyl block inactive, CSN deneddyl inh 3, LMPTP block -1.1 and NadD inh 0.
CCCNC(=O)N1CCC(Cc2ccccc2)CC1 was read as Rpn11 block inactive, Scp1 inh -4, SUMO1-SIM PPI -3, DNMT1 block 1, Neddyl block inactive, CSN deneddyl inh 0, Rin1 Abl inh -3, STEP block 0, LMPTP block 0.6 and NadD inh -6.
`COc1ccc(CCC(C)N2CCC(Oc3ccc(C(=O)N4CCCC4)cc3)CC2)cc1` (stereo not drawn) gave Rpn11 block inactive, Scp1 inh 1, SUMO1-SIM PPI 0, DNMT1 block 0, Neddyl block inactive, CSN deneddyl inh 2, Rin1 Abl inh -2, STEP block -2, LMPTP block 0.7 and NadD inh 3.
For O=C(CSc1ccccc1F)Nc1ccc(N2CCOCC2)cc1 the results were Rpn11 block inactive, Scp1 inh -4, SUMO1-SIM PPI 3, DNMT1 block -2, Neddyl block inactive, CSN deneddyl inh 1, Rin1 Abl inh 3, STEP block -1, LMPTP block 0.8 and NadD inh 2.
`O=C(O)Cn1c(=O)c2c(c3ccccc31)CCC2` gave Rpn11 block inactive, Scp1 inh -7, SUMO1-SIM PPI 5, DNMT1 block 0, Neddyl block inactive, CSN deneddyl inh -2, Rin1 Abl inh -1, STEP block 4, LMPTP block -0.2 and NadD inh -4.
CCc1ccccc1NC(=O)c1cnc2scc(C)n2c1=O was read as Rpn11 block inactive, Scp1 inh -7, SUMO1-SIM PPI 2, DNMT1 block -2, Neddyl block inactive, CSN deneddyl inh 0, Rin1 Abl inh 0, STEP block -2, LMPTP block -0.5 and NadD inh -1.
Screening Cc1ccc(C(C(=O)NC2CCCC2)N(Cc2ccc3c(c2)OCO3)C(=O)Cc2cccs2)cc1 (stereo not drawn) returned Rpn11 block inactive, Scp1 inh -2, SUMO1-SIM PPI 2, DNMT1 block 6, Neddyl block inactive, CSN deneddyl inh -3, Rin1 Abl inh 3, STEP block 0, LMPTP block 0.2 and NadD inh 6.
`CC(C)CC(=O)Nc1c2c(nn1-c1ccc(F)cc1)CS(=O)C2` (stereo not drawn) gave Rpn11 block inactive, Scp1 inh -11, SUMO1-SIM PPI 12, DNMT1 block -2, Neddyl block inactive, CSN deneddyl inh 0, Rin1 Abl inh 1, STEP block -1, LMPTP block 0.8 and NadD inh -4.
O=C(CCCN1CCC(c2ccccc2)C1)c1ccc2c(c1)OCCO2 (stereo not drawn) was read as Rpn11 block inactive, Scp1 inh -9, SUMO1-SIM PPI -3, DNMT1 block 2, Neddyl block inactive, CSN deneddyl inh -8, Rin1 Abl inh -1, STEP block 0, LMPTP block -0.3 and NadD inh -4.
`Cc1ccc(-c2noc(CCC(=O)NCCN3CCN(Cc4ccccc4)CC3)n2)cc1` gave Rpn11 block inactive, Scp1 inh 4, SUMO1-SIM PPI -4, DNMT1 block 4, Neddyl block inactive, CSN deneddyl inh -3, Rin1 Abl inh -1, STEP block -3, LMPTP block 1.5 and NadD inh 2.
`CCC(C)NC(=O)c1cc(OC)c(OC)c(OC)c1` (stereo not drawn) gave Rpn11 block inactive, Scp1 inh 3, SUMO1-SIM PPI -2, DNMT1 block 0, Neddyl block inactive, CSN deneddyl inh -2, Rin1 Abl inh 5, STEP block -3, LMPTP block -2.4 and NadD inh -2.
Screening COc1ccc(/C=C/C(=O)OCC(=O)NCCC2=CCCCC2)cc1 returned Rpn11 block inactive, Scp1 inh -5, SUMO1-SIM PPI -7, DNMT1 block -1, Neddyl block inactive, CSN deneddyl inh -11, Rin1 Abl inh 2, STEP block -1, LMPTP block 2.5 and NadD inh -2.
For O=C1NC[C@@H](Cc2ccc(O)cc2)N(CCc2cccc3ccccc23)C1=O the results were Rpn11 block inactive, Scp1 inh 1, SUMO1-SIM PPI -4, DNMT1 block 0, Neddyl block inactive, CSN deneddyl inh 96, Rin1 Abl inh 2, STEP block 1, LMPTP block -0.8 and NadD inh 0.
Screening O=C(O)CCCn1cc(NC(=O)COc2ccc([N+](=O)[O-])cc2)cn1 returned Rpn11 block inactive, Scp1 inh -6, SUMO1-SIM PPI -8, DNMT1 block 0, Neddyl block inactive, CSN deneddyl inh -1, Rin1 Abl inh -4, STEP block -1, LMPTP block 0.8 and NadD inh 3.
O=C1CCNc2c(Cl)cccc21 was read as Rpn11 block inactive, Scp1 inh -13, SUMO1-SIM PPI 1, DNMT1 block 3, Neddyl block inactive, CSN deneddyl inh 2, Rin1 Abl inh 3, STEP block 2, LMPTP block -0.1 and NadD inh -4.
Screening O=C(Nc1nnc([C@@H]2O[C@H](CO)[C@@H](O)[C@H]2O)s1)Nc1ccccc1C(F)(F)F returned Rpn11 block inactive, SUMO1-SIM PPI 4, DNMT1 block 3, Neddyl block inactive, CSN deneddyl inh -5, Rin1 Abl inh 3, STEP block 1, LMPTP block 0.7 and NadD inh -4.
O=C(Nc1ccccn1)C12CC3CC(C1)CC(C(=O)Nc1ccccn1)(C3)C2 was read as Rpn11 block inactive, Scp1 inh -3, SUMO1-SIM PPI -2, DNMT1 block 2, Neddyl block inactive, CSN deneddyl inh 8, Rin1 Abl inh 2, STEP block 4, LMPTP block -3.2 and NadD inh 4.
For COc1cccc(NC(=O)CN(C)C(=O)c2cc(-c3ccccc3)nn2-c2ccccc2)c1 the results were Rpn11 block inactive, Scp1 inh -2, SUMO1-SIM PPI 1, DNMT1 block -5, Neddyl block inactive, CSN deneddyl inh -2, Rin1 Abl inh -1, STEP block -1, LMPTP block 2.1 and NadD inh -2.
O=c1[nH]c(/C=C/c2ccc(Cl)cc2Cl)c([N+](=O)[O-])c(=O)[nH]1 was read as Rpn11 block inactive, Scp1 inh -3, SUMO1-SIM PPI 17, DNMT1 block 20, Neddyl block inactive, CSN deneddyl inh 19, Rin1 Abl inh -3, STEP block 3, LMPTP block -0.8 and NadD inh 4.
Screening CC(=O)Nc1ccc(NC(=O)C2CCCN2S(=O)(=O)c2cccc3nsnc23)cc1 (stereo not drawn) returned Rpn11 block inactive, Scp1 inh -5, SUMO1-SIM PPI -23, DNMT1 block -2, Neddyl block inactive, CSN deneddyl inh 7, Rin1 Abl inh 0, STEP block -1, LMPTP block -0.7 and NadD inh -4.
For N/C(=N\O)c1ccc(NC(=O)c2ccc(Br)o2)cc1 the results were Rpn11 block inactive, Scp1 inh -6, SUMO1-SIM PPI 0, DNMT1 block 0, Neddyl block inactive, CSN deneddyl inh -6, Rin1 Abl inh 1, STEP block -3, LMPTP block -1.0 and NadD inh -4.
`CCn1ccnc1CN(C)C(=O)c1cc(COc2ccccc2SC)on1` gave Rpn11 block inactive, Scp1 inh -7, SUMO1-SIM PPI 7, DNMT1 block -2, Neddyl block inactive, CSN deneddyl inh 1, Rin1 Abl inh 0, STEP block 0, LMPTP block -1.5 and NadD inh -2.
For COc1ccc(C2/C=C\CN(C(=O)C3CC3)CC(=O)N2Cc2ccc(F)cc2)cc1 (stereo not drawn) the results were Rpn11 block inactive, Scp1 inh 6, SUMO1-SIM PPI -1, DNMT1 block 0, Neddyl block inactive, CSN deneddyl inh -1, Rin1 Abl inh 2, STEP block 0, LMPTP block -0.8 and NadD inh 2.
CCc1nnc2c(N(C)S(=O)(=O)c3ccc(C)cc3)nc3ccccc3n12 was read as Rpn11 block inactive, Scp1 inh -3, SUMO1-SIM PPI 5, DNMT1 block -2, Neddyl block inactive, CSN deneddyl inh 15, Rin1 Abl inh 3, STEP block -2, LMPTP block -0.1 and NadD inh 0.
For c1cncc(-c2ccc3[nH]ccc3c2)c1 the results were Rpn11 block inactive, Scp1 inh -5, SUMO1-SIM PPI 1, DNMT1 block -4, Neddyl block inactive, CSN deneddyl inh 0, Rin1 Abl inh -1, STEP block 1, LMPTP block -0.4 and NadD inh -4.
For COc1cc2c(cc1NC(=O)/C=C/c1cc(OC)c(OC)c(OC)c1)oc1ccccc12 the results were Rpn11 block inactive, Scp1 inh -7, SUMO1-SIM PPI -3, DNMT1 block -20, Neddyl block active, CSN deneddyl inh -3, Rin1 Abl inh 0, STEP block -1, LMPTP block 4.1 and NadD inh -2.
Screening CN1CCN(C(=O)c2ccccc2NC(=O)c2ccccc2)CC1 returned Rpn11 block inactive, Scp1 inh -10, SUMO1-SIM PPI 0, DNMT1 block -1, Neddyl block inactive, CSN deneddyl inh -3, Rin1 Abl inh 5, STEP block -1, LMPTP block 0.2 and NadD inh -1.
`Cc1cccnc1NC(=O)CCCN1C(=O)c2ccccc2C1=O` gave Rpn11 block inactive, Scp1 inh -3, SUMO1-SIM PPI -5, DNMT1 block 2, Neddyl block inactive, CSN deneddyl inh 0, Rin1 Abl inh 4, STEP block -1, LMPTP block -1.9 and NadD inh 0.
Screening O=C(CN1CCC(C(=O)c2cccc(F)c2)CC1)NCc1cccs1 returned Rpn11 block inactive, Scp1 inh 5, SUMO1-SIM PPI 0, DNMT1 block 1, Neddyl block inactive, CSN deneddyl inh 3, Rin1 Abl inh 3, STEP block -2, LMPTP block -1.4 and NadD inh -2.
O=C(/C=C/c1cccs1)c1ccc(N2CCOCC2)cc1 was read as Rpn11 block inactive, Scp1 inh -9, SUMO1-SIM PPI -15, DNMT1 block -2, Neddyl block inactive, CSN deneddyl inh 5, Rin1 Abl inh -1, STEP block 5, LMPTP block 1.6 and NadD inh 2.
Screening Cc1ccc(C)c(-n2c(CNC(=O)c3ccco3)nnc2SCC(=O)N2CCc3ccccc32)c1 returned Rpn11 block inactive, Scp1 inh 3, SUMO1-SIM PPI -2, DNMT1 block -2, Neddyl block inactive, CSN deneddyl inh 0, Rin1 Abl inh 0, STEP block -4, LMPTP block -1.4 and NadD inh 5.

Looked up by compound from the entries so far:
CCc1nnc2c(N(C)S(=O)(=O)c3ccc(C)cc3)nc3ccccc3n12 was read as Rpn11 block inactive, Scp1 inh -3, SUMO1-SIM PPI 5, DNMT1 block -2, Neddyl block inactive, CSN deneddyl inh 15, Rin1 Abl inh 3, STEP block -2, LMPTP block -0.1 and NadD inh 0.
O=c1[nH]c(/C=C/c2ccc(Cl)cc2Cl)c([N+](=O)[O-])c(=O)[nH]1 was read as Rpn11 block inactive, Scp1 inh -3, SUMO1-SIM PPI 17, DNMT1 block 20, Neddyl block inactive, CSN deneddyl inh 19, Rin1 Abl inh -3, STEP block 3, LMPTP block -0.8 and NadD inh 4.
For N/C(=N\O)c1ccc(NC(=O)c2ccc(Br)o2)cc1 the results were Rpn11 block inactive, Scp1 inh -6, SUMO1-SIM PPI 0, DNMT1 block 0, Neddyl block inactive, CSN deneddyl inh -6, Rin1 Abl inh 1, STEP block -3, LMPTP block -1.0 and NadD inh -4.

Screening data as filed in PubChem BioAssay.
